Bim-Bcl-2 – inhibitors of Bim-Bcl-2 binding, primary screen, biochemical, multiplexed, human Bcl-2 family. 0.06% of 190,000 active. Bead-based flow cytometry, Bim peptide-Bcl-2 binding. Apoptosis regulator Bcl-2 (Homo sapiens), P10415. AID 950, 2007. inhibition, % at 10 µM; in the data active = inhibition above about 40%; inconclusive = no clear call, values can overlap the other calls;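 also: 0% = no compound wells with probe peptide and 100% = reference peptide inhibitor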
Bcl-B Bim block – inhibitors of Bim-Bcl-B binding, primary screen, biochemical, multiplexed, human Bcl-2 family | inhibition, % at 10 µM | bead-based flow cytometry, Bim peptide-Bcl-B binding | 0.073% of 190,000 active;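 also: 0% = tracer peptide without compound and 100% = reference inhibitor peptide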
Target sequence (Q9HD36 whole entry, looked up): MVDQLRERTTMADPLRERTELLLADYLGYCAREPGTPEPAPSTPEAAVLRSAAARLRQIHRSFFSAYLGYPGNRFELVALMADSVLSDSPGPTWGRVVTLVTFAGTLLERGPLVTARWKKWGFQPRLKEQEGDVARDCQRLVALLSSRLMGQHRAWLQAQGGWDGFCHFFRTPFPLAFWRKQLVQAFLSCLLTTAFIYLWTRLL
RGS7-Gao reg – RGS7-Galphao binding modulators, primary screen, biochemical, multiplexed bead flow cytometry; Guanine nucleotide-binding protein G(o) subunit alpha (Homo sapiens), P09471; actives lie on both sides; binding response (% of control), % at 10 µM; 0.35% of 220,000 active; AID 1439, 2008; in the data active = binding response below about 49% or above about 150%; inconclusive = no clear call, values can overlap the other calls; inactive = in between;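 also: fluorescent Galphao held in activated GDP-AlF4 state binding bead-coupled RGS7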
Target sequence (P09471 whole entry, looked up): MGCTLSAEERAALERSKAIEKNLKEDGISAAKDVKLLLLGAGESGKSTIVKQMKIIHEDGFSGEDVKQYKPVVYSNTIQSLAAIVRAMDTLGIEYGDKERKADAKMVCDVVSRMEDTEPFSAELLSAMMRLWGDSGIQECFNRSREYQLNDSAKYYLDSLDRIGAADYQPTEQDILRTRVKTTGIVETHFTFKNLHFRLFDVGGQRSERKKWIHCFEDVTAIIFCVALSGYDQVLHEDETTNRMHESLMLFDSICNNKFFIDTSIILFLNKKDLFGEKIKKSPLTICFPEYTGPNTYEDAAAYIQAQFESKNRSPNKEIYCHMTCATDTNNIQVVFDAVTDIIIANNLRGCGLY
RGS8-Gao reg – RGS8-Galphao binding modulators, primary screen, biochemical, multiplexed bead flow cytometry; AID 1423, 2008; response (percent of control binding), % at 10 µM; Guanine nucleotide-binding protein G(o) subunit alpha (Homo sapiens), P09471; 0.34% of 220,000 active; actives lie on both sides; in the data active = response below about 60% or above about 140%; inactive = in between;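 also: Galphao activated as the GDP aluminium fluoride complex binding bead-coupled RGS8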
Mcl-1 Bim block – inhibitors of Bim peptide binding to Mcl-1, primary screen, biochemical, bead-based flow cytometry, multiplex. Induced myeloid leukemia cell differentiation protein Mcl-1 (Homo sapiens), Q07820. 0.1% of 190,000 active. inhibition, % at 10 µM. Bim peptide-Mcl-1 binding;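 also: 0% = no compound tracer wells and 100% = peptide blocker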
Target sequence (Q07820 whole entry, looked up): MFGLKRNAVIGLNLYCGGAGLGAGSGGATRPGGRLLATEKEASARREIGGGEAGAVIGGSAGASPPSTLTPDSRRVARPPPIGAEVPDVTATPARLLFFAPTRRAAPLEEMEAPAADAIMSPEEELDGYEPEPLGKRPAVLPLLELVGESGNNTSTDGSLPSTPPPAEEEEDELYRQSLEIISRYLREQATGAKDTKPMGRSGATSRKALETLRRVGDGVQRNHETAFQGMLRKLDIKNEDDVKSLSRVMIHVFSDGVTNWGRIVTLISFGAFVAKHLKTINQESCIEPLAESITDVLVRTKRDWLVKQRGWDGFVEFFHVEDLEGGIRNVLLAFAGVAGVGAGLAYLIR
RGS4-Gao reg – modulators of RGS4 binding to Galphao, primary screen, biochemical, multiplexed bead flow cytometry | 0.33% of 220,000 active | binding response (% of control), % at 10 µM | actives lie on both sides | Guanine nucleotide-binding protein G(o) subunit alpha (Homo sapiens), P09471; in the data active = binding response below about 49% or above about 150%; inactive = in between;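 also: fluorescent Galphao activated with aluminum fluoride binding bead-coupled RGS4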
Bim-Bfl-1 – inhibitors of Bim binding to Bfl-1, primary screen, biochemical, multiplexed, bead-based flow cytometry | Bim-Bfl-1 binding inhibition | 0.12% of 190,000 active | inhibition, % at 10 µM | Bcl-2-related protein A1 (Homo sapiens), Q16548;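 also: 0% = wells without compound plus tracer and 100% = blocker peptide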
ABCG2 block – ABCG2 efflux pump inhibitors, primary screen, multiplex with ABCB1, IgMXP3 cells, flow cytometry; Broad substrate specificity ATP-binding cassette transporter ABCG2 (Homo sapiens), Q9UNQ0; JC-1 efflux; inhibition, % at 6.6 µM; 0.1% of 190,000 active;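 active = inhibition above 80%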;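 also: 0% = DMSO and 100% = nicardipine control wells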
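Incubation: cells with compound and JC-1, 10 min at 25 °C, rotating, no wash / Test system: IgMXP3 (ABCG2) plus far-red-tagged CCRF-Adr (ABCB1) cells / Compound dosing: one concentration, 6.6 µM final / Also added: JC-1 fluorescent substrate / Evaluation: efflux inhibition in percent versus controls / Detection: flow cytometry, 530 nm JC-1 signal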
Bim-Bcl-W – inhibitors of Bim binding to Bcl-W, primary screen, biochemical, multiplexed, bead-based flow cytometry; Bcl-2-like protein 2 (Homo sapiens), Q92843; Bim peptide-Bcl-W binding; 0.02% of 190,000 active; inhibition, % at 10 µM;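 also: 0% = bound tracer without compound and 100% = peptide blocker; higher means less fluorescent Bim peptide bound to Bcl-W beads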
ABCB1 block – ABCB1 efflux pump inhibitors, primary screen, cell-based, multiplex, flow cytometry, ABCG2 counter-screen; ATP-dependent translocase ABCB1 (Homo sapiens), P08183; CCRF-Adr cells, JC-1 efflux; inhibition, % at 6.6 µM; 0.067% of 190,000 active; in the data active = inhibition above about 40%;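 also: 0% = vehicle and 100% = reference inhibitor; higher value means more JC-1 retained so stronger ABCB1 efflux block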
Bim-Bcl-XL – inhibitors of Bim-Bcl-XL binding, primary screen, biochemical, multiplexed, bead flow cytometry, human Bcl-XL | Bcl-2-like protein 1 (Homo sapiens), Q07817 | Bim peptide-Bcl-XL binding, fluorescence | inhibition, % at 10 µM | 0.04% of 190,000 active | AID 1007, 2008
* = called active by the depositor; u = inconclusive; x = no result given. Rule as the data show it, unless noted: active = inhibition above about 40%.

SMILES	Bim-Bcl-2	Bcl-B Bim block	RGS7-Gao reg	RGS8-Gao reg	Mcl-1 Bim block	RGS4-Gao reg	Bim-Bfl-1	ABCG2 block	Bim-Bcl-W	ABCB1 block	Bim-Bcl-XL
CNC(=O)c1[nH]cnc1C(=O)N[C@@H](Cc1ccccc1)C(=O)OC(C)(C)C	1	-4	103	100	0	97	-2	8	0	1.0	-2
COC(=O)c1ccc(N=Nc2ccccc2)cc1	-4	-4	u	106	0	106	-4	1	-1	-0.1	1
COc1ccc(C(=O)Oc2cccc3cccnc23)cc1[N+](=O)[O-]	0	3	87	82	2	94	0	9	1	1.4	-1
O=S(=O)(NC1CCCCC1)c1ccc(S(=O)(=O)N2CCN3CCCC3C2)cc1 (stereo not drawn)	-2	-6	98	100	-2	99	-1	8	-3	1.2	-7
Cc1ccc(NC2=NCC(=O)N2C2CCCC2)cc1	-2	-2	104	102	2	103	-6	3	0	0.9	-2
COc1ccc(OCC(O)CNc2ccc(Br)cc2)cc1 (stereo not drawn)	-8	-5	100	103	-3	101	-9	3	0	0.6	-5
CC(C)n1c(CSCc2ccc(Cl)cc2Cl)n[nH]c1=S	-5	-12	u	101	-2	102	-1	-4	-1	-0.8	-5
COc1cc(/C=C/c2nc(N)nc(-c3ccccc3O)n2)cc(OC)c1OC	-6	-10	104	101	-3	102	-13	8	-5	0.6	-9
Cc1ccc(S(=O)(=O)NCCC(C)C)cc1[N+](=O)[O-]	4	-1	106	101	-5	104	8	22	-2	1.6	-1
CCO[C@@H]1OC(C(=O)N2CCN(Cc3ccc4c(c3)OCO4)CC2)=C[C@H](C2CC2)[C@H]1CCCO	-1	-1	95	97	0	99	-4	3	1	0.3	0
O=C(Nc1ccccc1Cl)C1CC(=O)n2c(nc3ccccc32)N1 (stereo not drawn)	-3	-1	92	98	-4	93	-8	0	-1	-0.1	-3
O=C(C1CCN(S(=O)(=O)c2ccc3c(c2)OCCO3)CC1)N1CCc2ccccc21	-7	-4	101	102	-1	102	-17	13	0	1.2	-5
Cc1cc(C(=O)COC(=O)Cn2c(C(F)(F)F)nc3ccccc32)c(C)n1Cc1ccco1	-1	0	107	103	-5	108	10	1	-4	0.5	-3
COc1cc2c(cc1NS(=O)(=O)N1CCCC1)oc1ccccc12	-7	-7	99	103	4	102	-10	3	0	0.4	0
CCCCC(=O)NCCc1cc2ccc(OC)cc2[nH]c1=O	-9	-9	103	102	0	104	-14	25	-1	0.5	-4
Cn1cc(CNC(=O)c2cc(-c3ccccc3)nc3ccc(Br)cc23)cn1	-3	-7	97	102	-2	92	-2	-1	-3	0.6	-5
O=S1(=O)N=C2CCCCCN2C(c2ccc(Cl)cc2)N1 (stereo not drawn)	-2	2	99	104	0	103	-3	3	0	0.8	-2
COc1cc(CCC(=O)OCC(=O)NCc2ccc(Cl)cc2)cc(OC)c1OC	-5	-4	92	97	0	94	-7	3	-1	0.9	-3
CCc1ccc(OC2=NS(=O)(=O)c3ccccc32)cc1	0	-4	84	92	0	89	-1	2	0	0.5	0
Cc1nc2c3ccccc3n(CCN3CCCCC3)c2s1	-10	-9	103	104	-2	98	-10	2	2	0.9	-5

Record cards, from the list above. Order of screens: Bim-Bcl-2	Bcl-B Bim block	RGS7-Gao reg	RGS8-Gao reg	Mcl-1 Bim block	RGS4-Gao reg	Bim-Bfl-1	ABCG2 block	Bim-Bcl-W	ABCB1 block	Bim-Bcl-XL
Cc1cc(C(=O)COC(=O)Cn2c(C(F)(F)F)nc3ccccc32)c(C)n1Cc1ccco1 is entered as -1	0	107	103	-5	108	10	1	-4	0.5	-3
Cn1cc(CNC(=O)c2cc(-c3ccccc3)nc3ccc(Br)cc23)cn1 is entered as -3	-7	97	102	-2	92	-2	-1	-3	0.6	-5
O=C(C1CCN(S(=O)(=O)c2ccc3c(c2)OCCO3)CC1)N1CCc2ccccc21 is entered as -7	-4	101	102	-1	102	-17	13	0	1.2	-5
O=S1(=O)N=C2CCCCCN2C(c2ccc(Cl)cc2)N1 (stereo not drawn) is entered as -2	2	99	104	0	103	-3	3	0	0.8	-2
CCc1ccc(OC2=NS(=O)(=O)c3ccccc32)cc1 is entered as 0	-4	84	92	0	89	-1	2	0	0.5	0

Some of the entries so far, with values under each structure:
Each structure is followed by: Bim-Bcl-2 | Bcl-B Bim block | RGS7-Gao reg | RGS8-Gao reg | Mcl-1 Bim block | RGS4-Gao reg | Bim-Bfl-1 | ABCG2 block | Bim-Bcl-W | ABCB1 block | Bim-Bcl-XL
> O=C(C1CCN(S(=O)(=O)c2ccc3c(c2)OCCO3)CC1)N1CCc2ccccc21
    -7 | -4 | 101 | 102 | -1 | 102 | -17 | 13 | 0 | 1.2 | -5
> Cc1cc(C(=O)COC(=O)Cn2c(C(F)(F)F)nc3ccccc32)c(C)n1Cc1ccco1
    -1 | 0 | 107 | 103 | -5 | 108 | 10 | 1 | -4 | 0.5 | -3
> COc1cc2c(cc1NS(=O)(=O)N1CCCC1)oc1ccccc12
    -7 | -7 | 99 | 103 | 4 | 102 | -10 | 3 | 0 | 0.4 | 0
> CCCCC(=O)NCCc1cc2ccc(OC)cc2[nH]c1=O
    -9 | -9 | 103 | 102 | 0 | 104 | -14 | 25 | -1 | 0.5 | -4
> Cn1cc(CNC(=O)c2cc(-c3ccccc3)nc3ccc(Br)cc23)cn1
    -3 | -7 | 97 | 102 | -2 | 92 | -2 | -1 | -3 | 0.6 | -5
> O=S1(=O)N=C2CCCCCN2C(c2ccc(Cl)cc2)N1 (stereo not drawn)
    -2 | 2 | 99 | 104 | 0 | 103 | -3 | 3 | 0 | 0.8 | -2
> COc1cc(CCC(=O)OCC(=O)NCc2ccc(Cl)cc2)cc(OC)c1OC
    -5 | -4 | 92 | 97 | 0 | 94 | -7 | 3 | -1 | 0.9 | -3

(further entries)
SMILES	Bim-Bcl-2	Bcl-B Bim block	RGS7-Gao reg	RGS8-Gao reg	Mcl-1 Bim block	RGS4-Gao reg	Bim-Bfl-1	ABCG2 block	Bim-Bcl-W	ABCB1 block	Bim-Bcl-XL
COC(=O)c1cc2c(s1)-c1ccccc1CC2	-5	-8	102	101	-2	100	-15	4	-3	-0.3	-8
O=C(NCC1CCCO1)c1ccc2ccccc2n1 (stereo not drawn)	-2	-3	94	91	-2	97	-5	6	-2	0.7	-1
CCOC(=O)CSc1ncnc2c1cnn2-c1ccc(C)cc1C	3	3	104	106	5	103	-1	1	6	0.5	4
O=C(Cc1cccs1)Nc1nnc(C2CC2)s1	-3	-1	u	101	-2	99	-3	13	0	0.6	0
CC1S/C(=N/N=C/c2cccs2)NC1=O (stereo not drawn)	-1	-4	99	99	-3	98	-1	-1	-7	-0.2	-9
CC(=O)NC1(C(F)(F)F)NC(=O)N(C2CCCCC2)C1=O (stereo not drawn)	4	-1	104	101	2	101	6	0	3	-0.5	1
Cc1sc2ncnc(SCC(=O)NC(=O)c3cccn3C)c2c1C	-2	-8	u	98	-2	103	-4	13	-4	1.3	-2
Cc1cc(C)nc(SCc2ccc(C(=O)N/N=C/c3ccc(C(=O)O)cc3)cc2)n1	-3	-1	105	105	-1	110	-3	-1	-4	-0.3	-2
Cc1ccc(C(N)=S)c(C)c1	-3	-3	99	101	-4	101	0	5	-5	0.3	-2
O=C(O)Cc1cc(C(=O)Nc2ccc(Br)cc2)sc1-c1ccccc1	u	x	102	103	x	103	x	-3	x	-0.6	x
CCc1ccc(-c2ccc(C(=O)O)c(C)n2)cc1	-3	-2	95	93	-3	92	0	23	-2	6.5	-3
O=C(COC(=O)C1CSC2(c3ccc(F)cc3)CCC(=O)N12)NC(=O)NC1CCCC1 (stereo not drawn)	-3	-2	99	101	-2	104	-1	2	-3	1.5	-2
Cc1ccc(NC(=O)c2ccoc2C)cc1C	0	-6	101	95	-5	98	-2	4	-3	0.0	-5
Cc1ccc(CN2CCNC(=O)C2CC(=O)O)cc1 (stereo not drawn)	-5	-4	100	100	-1	106	-6	-2	0	-2.5	0
O=Nc1c(O)n(Cc2cccc(Cl)c2)c2ccccc12	-3	-3	102	100	-2	103	-9	5	-1	1.0	0
Cc1ccc(-c2nc(CS(=O)CC(=O)NCc3ccc(Cl)cc3)c(C)o2)cc1 (stereo not drawn)	-8	-11	104	102	-5	102	-5	4	-5	0.3	-9
O=C(Cn1cc([N+](=O)[O-])cn1)Nc1nc2ccccc2s1	-6	-10	101	101	-2	102	-11	2	-2	0.1	-3
CCOc1cc(C2Nc3cccc4cccc(c34)N2)ccc1O	-2	-6	84	91	0	88	4	13	12	-0.5	0
Cc1cc(C)n(C2CCCCC2OC(=O)c2ccccc2F)n1 (stereo not drawn)	-2	-1	102	103	1	101	0	0	3	0.3	-2
O=[N+]([O-])c1nn(-c2ccc3c(c2)OCCO3)n(O)c1=NC1CCCCCC1	-4	-7	100	102	0	102	-10	1	3	0.1	-6
CC/C(O)=C1\C(=O)CC(c2ccccc2)CC1=NCCC(=O)O (stereo not drawn)	-6	-4	99	101	-4	99	-6	46	-6	-0.1	-10
COCCN(CC(=O)NCc1ccc(F)cc1)C(=O)CCC(=O)Nc1nccs1	-13	-10	99	100	-8	100	-19	6	-5	-0.1	-15
Cc1c(N/C=C/C(=O)C(F)(F)F)c(=O)n(-c2ccccc2)n1C	-3	-3	97	98	-1	97	-5	5	-1	0.9	-1
COc1cccc(N2C(=O)C(O)=C(C(C)=O)C2c2ccc(OC)c(OC)c2)c1 (stereo not drawn)	0	0	101	100	1	108	0	1	0	0.6	1
CCOC(=O)c1ccc(NC(=S)NCCc2ccc(F)cc2)cc1	-3	-5	102	99	-2	98	-7	11	-1	1.7	-5
Cc1cc(NS(=O)(=O)c2ccccc2)no1	-3	-7	103	102	2	101	-4	1	3	0.1	0
CN(C)c1ccc(-n2cccc2/C=C/[N+](=O)[O-])cc1	2	-1	94	100	0	96	0	4	2	0.4	-2
Cc1ccccc1-c1nnc(Cc2ccccc2)o1	-6	-10	103	101	-4	100	-2	1	-3	0.2	-6
CC(=O)c1ccccc1NC(=O)CN1C(=O)CS/C1=C\c1nc(-c2ccc(C)cc2)cs1	-4	0	94	98	-2	97	-6	-4	-4	-0.2	0
C/C(=N\NC(=O)c1ccccc1C)c1ccc(N2CCOCC2)cc1	-2	-6	98	96	-7	97	-5	3	-2	0.9	-2
